Screens (PubChem BioAssay)
PL biosyn Enam = blocks phospholipid synthesis in CHO cells, Enamine compounds; 20,000 tested, 0.4% active; ZR-82 CHO cells, pyrene fatty acid UV survival, CellTiter Blue; peroxisome-deficient CHO-K1 mutant line; plus DGAT-1, DGAT-2 and ACAT inhibitors; calls only at 10 µM;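 active means cell survival signal 2 SD away from solvent-only control wells, confirmed on one or two retests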;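 further: 3 h compound exposure then viability read about one day after UV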
Calls only; i = inactive.

compound,PL biosyn Enam
CCOC(=O)C1=C(Cn2ncc(Cl)c(Cl)c2=O)NC(=O)NC1C (stereo not given),i
CCCNC(=O)N1CCN(C(=O)NCCC)CC1,i
c1ccc(-c2csc3ncn4cnnc4c23)cc1,i
COc1ccc(/C=N/n2cn[nH]c2=S)cc1,i
Cc1ccc(-c2nnc(SCc3cc(C)on3)o2)cc1,i
Fc1ccccc1-c1n[nH]c(=S)o1,i
O=S(=O)(c1cccs1)n1nnc2ccccc21,i
Cc1onc(/C=C/c2ccc(Cl)cc2Cl)c1[N+](=O)[O-],i
O=S1(=O)CC(O)C(N2CCOCC2)C1 (stereo not given),i
O=S(=O)(NCc1ccco1)c1ccc(F)cc1,i
CC1(C)C2CC=C(/C=N/Nc3ccc(S(N)(=O)=O)cc3[N+](=O)[O-])C1C2 (stereo not given),i
CC(C)NC(=O)NCC12CC3CC(CC(C3)C1)C2,i
CN(C)Cc1c(O)ccc2c(=O)c(Oc3ccccc3)coc12,i
CN(C)c1ccc(CN(CC2CCCO2)S(=O)(=O)c2ccc3c(c2)CCC3)cc1 (stereo not given),i
S=c1[nH]nc(-c2cccnc2)n1/N=C/c1ccc(Br)cc1,i
CC(C)=CCOc1ccc2c(C)cc(=O)oc2c1,i
CC(C)(C)C1CCC(=NNc2ncc(C(F)(F)F)cc2Cl)CC1 (stereo not given),i
Cc1csc(SCC(=O)NC(=O)C(C)C)n1,i
CCCCN(C(=O)Cn1nc(C)c([N+](=O)[O-])c1C)C(C)CC (stereo not given),i
CCc1cccc2c(C=NOCc3ccc(C)cc3)c[nH]c12,i
NC(=O)C1CCN(C(=O)CC2(CC(=O)O)CCCCC2)CC1,i
c1csc(-c2csc3nc(CN4CCOCC4)nc(N4CCN(CCN5CCCC5)CC4)c23)c1,i
Nc1nc(SCC(=O)NCCC2=CCCCC2)nc2sc3c(c12)CCCC3,i
O=[N+]([O-])c1ccc(NN=C2C3CC4CC2CC(O)(C4)C3)c([N+](=O)[O-])c1,i
O=[N+]([O-])c1ccc(N2CCCC2)cc1Sc1nnnn1-c1ccccc1,i
CC1(C)NC(=O)N(CC(=O)OCc2cc(=O)n3ccsc3n2)C1=O,i
COc1ccc(/C=N/N2CCOCC2)c(OC)c1OC,i
CCOc1cc(Cl)c(S(=O)(=O)NC(C)C)cc1Cl,i
COC(=O)c1sc(N)c(C(=O)OC)c1COC(=O)Cc1c(C)noc1C,i
Cc1cc(C)n2c(C(N)CC(C)C)nnc2n1 (stereo not given),i
CCS(=O)(=O)N1CCCC1C(N)=O (stereo not given),i
O=S(=O)(c1c(Cl)cc(Br)cc1Cl)N1CCN(C(=S)NC2CC3CCC2C3)CC1 (stereo not given),i
O=C(Cn1ccc(C(F)(F)F)n1)N/N=C/c1ccc(N2CCOCC2)s1,i
c1ccc(-c2nnc(N3CCOCC3)c3ccccc23)cc1,i
O=S1(=O)C=CC(N(c2ccccc2)S(=O)(=O)c2ccccc2)C1 (stereo not given),i
C(=C\c1ccccc1)/C=N/Nc1nn[nH]n1,i
Cc1ccc(C(=O)NN2C(C)CCCC2C)o1 (stereo not given),i
COc1ccc(NS(=O)(=O)c2cc(Br)ccc2Br)cc1,i
CN(Cc1ccc(Br)s1)Cc1cc2c(cc1O)OCO2,i
Cc1cc(C(=O)NNC(=O)CCNC(=O)c2ccco2)c(C)o1,i
O=C(Cn1cc(S(=O)(=O)N2CCCC2)ccc1=O)NNC(=O)c1cccs1,i
Cn1c(N)c(C(=O)CSc2cccc[n+]2[O-])c(=O)n(C)c1=O,i
CC(C)N(c1ccccc1)c1ccc(NC(=S)NC2CC3CCC2C3)cc1 (stereo not given),i
CN(C)P1(N(C)C)=NC(c2ccccc2)=NC(NN(c2ccccc2)c2ccccc2)=N1,i
O=C(CN1C(=O)C2C3C=CC(C3)C2C1=O)NCC12CC3CC(CC(C3)C1)C2 (stereo not given),i
CC[n+]1c(C)n(-c2ccccc2)c2cc(Cl)c(Cl)cc21,i
Clc1cnc(N/N=C/c2cccs2)c(Cl)c1,i
Cc1noc(C)c1CSc1ncnc2sc3c(c12)CCC(C)C3 (stereo not given),i
Oc1ccc(/C=N/n2cc(-c3ccccc3)[nH]c2=S)cc1,i
C=C[n+]1ccn(C2=C([O-])c3ccccc3C(=O)C2=NS(=O)(=O)c2ccc([N+](=O)[O-])cc2)c1,i

Entries from the list above that have a furan ring, fused or not, in the order listed:
compound,PL biosyn Enam
O=S(=O)(NCc1ccco1)c1ccc(F)cc1,i
Cc1ccc(C(=O)NN2C(C)CCCC2C)o1 (stereo not given),i
Cc1cc(C(=O)NNC(=O)CCNC(=O)c2ccco2)c(C)o1,i

Other results follow:
compound,PL biosyn Enam
CCC(CC)=NNC(=O)Cc1cn2ccsc2n1,i
O=[N+]([O-])c1ccc(C=NC2=NN(c3cccc(C(F)(F)F)c3)CC2)o1,i
Cc1noc(C)c1S(=O)(=O)N1CCCNCC1,i
COc1ccc([N+](=O)[O-])cc1N=P(/C=C1/N(C)c2ccccc2C1(C)C)(c1ccccc1)c1ccccc1,i
Nc1nnc(P(=O)(c2ccccc2)c2ccccc2)s1,i
O=C(N/N=C1/C(=O)c2cccc3cccc1c23)c1nn(-c2ccccc2)c(=O)c2ccccc12,i
O=[N+]([O-])c1ccc(S(=O)(=O)OC2CCS(=O)(=O)C2)cc1 (stereo not given),i
Clc1ccc(-c2csc(-c3cccnc3)n2)s1,i
OC(CNCC1(N2CCCCC2)CCCCC1)COCC1CCCO1 (stereo not given),i
CSCCC(N)c1nc2ccccc2s1 (stereo not given),i
CNC(=S)N/N=C/c1c(F)c(F)c(F)c(F)c1F,i
Cn1ccsc1=NC(=O)c1ccc2ccccc2n1,i
Cc1nn(CC(=O)OCC(=O)c2ccc[nH]2)c(C)c1[N+](=O)[O-],i
CCn1c(O)c(C(C)=NC2CCCCCC2)c(=O)n(CC)c1=S,i
Cc1ccc(C(=O)CSc2nnc(N)s2)c(C)c1,i
Cc1cc(C(=O)CN2C(=O)NC3(CCCCC3C)C2=O)c(C)n1CCC1=CCCCC1 (stereo not given),i
O=S(=O)(c1ccc(Br)cc1)c1nc(-c2ccco2)oc1NCCCn1ccnc1,i
CC1CC(OCC(O)C[N+]2(C)CCOCC2)CC(C)(C)C1 (stereo not given),i
Nc1nc(CSc2nc3ccccc3s2)cs1,i
FC(F)(F)Oc1ccc(-n2nnnc2SCc2nc3ccccc3o2)cc1,i
Nc1nnc(SCC(=O)N(C2CCCC2)C2CCS(=O)(=O)C2)s1 (stereo not given),i
O=S(=O)(Nc1cccc(S(=O)(=O)N2CCCC2)c1)c1ccccc1,i
CN1C(=O)C2C=CC=CC2NC1=S (stereo not given),i
Cc1ccc(N=c2scc(-c3ccc(C)cc3)n2-c2ccc(C)cc2)cc1,i
CCOC(=O)N1CCN(Cc2oc(CO)cc(=O)c2O)CC1,i
Fc1ccc(-c2csc(=S)[nH]2)cc1,i
O=C1C(=O)N(C2CCCC2)C(=O)N1Cc1cc(=O)n2ccsc2n1,i
O=S(=O)(Nc1cc2c(cc1Br)OCCO2)c1cccc(Cl)c1Cl,i
O=C(NCCCn1ccnc1)C12CC3CC(CC(C3)C1)C2,i
O=C(COC(=O)/C=C/c1cccs1)Nc1ncc(Br)s1,i
O=S(=O)(CCCCC(Cl)(Cl)Cl)NCc1ccco1,i
O=C(N1CCN(C(=O)C23CCC4CC(CC(C4)C2)C3)CC1)C12CCC3CC(CC(C3)C1)C2,i
CN1CCN(c2nc(-c3cccnc3)nc3ccccc23)CC1,i
CN(C)CC(C)(C)CNS(=O)(=O)c1cccc2nsnc12,i
O=C(C1CC1)N1CCN(Cn2c(=O)oc3cc(Cl)ccc32)CC1,i
Cn1c(N)c(C(=S)NC(=O)c2cccs2)c(=O)n(C)c1=O,i
Nc1c(C(=O)CSc2nc(-c3cccs3)c(-c3cccs3)[nH]2)c(=O)[nH]c(=O)n1C1CC1,i
CN(CC(=O)NCc1ccco1)C(=O)CSc1nc(N)cc(=O)[nH]1,i
c1nc(NC2CCCCCC2)c2c3c(sc2n1)CCCCC3,i
C=CCN=c1scc(-c2ccccc2F)n1/N=C/c1ccc2c(c1)OCCO2,i

Quoted at random: two compounds from above, in no set order.
compound,PL biosyn Enam
Clc1cnc(N/N=C/c2cccs2)c(Cl)c1,i
CC(C)=CCOc1ccc2c(C)cc(=O)oc2c1,i

Additional records
compound,PL biosyn Enam
CC(O)C(=O)NC(=O)NC1CCCCC1 (stereo not given),i
CC(C)(C)NC(=O)CO/N=C/c1ccco1,i
NC(=O)c1c(NC(=O)CSc2nnc(-c3cccs3)o2)sc2c1CCC2,i
CC1CN(c2ncnc3sc4c(c23)CCCCC4)CC(C)O1 (stereo not given),i
COc1ccc(C2=CC(c3ccccc3)c3ccccc3O2)cc1OC (stereo not given),i
CN(C)c1ccc(N=Cc2c(O)c(Br)cc3oc4c(c23)CCCC4)cc1,i
COc1ccc(/C=C2\SC(=O)NC2=O)cc1OC,i
S=c1oc(-c2ccc3c(c2)OCO3)nn1CN1CCN(Cc2ccccc2)CC1,i
O=[N+]([O-])c1cccnc1Nc1cc(Cl)cc(Cl)c1,i
C=CCc1ccc(Oc2nnc(-c3ccccc3)c3ccccc23)c(OC)c1,i
O=S(=O)(NC1CCCCC1Sc1ncccn1)c1ccc(Cl)cc1 (stereo not given),i
Cc1cc(C(=O)COC(=O)C23CC4CC(CC(Br)(C4)C2)C3)c(C)n1C,i
CN(C)/C=N/N1CC(O)=C(c2nc3ccccc3s2)C1=N,i
CCCCc1nnc(N)s1,i
CCCCNC(=O)Cn1cc([N+](=O)[O-])ccc1=O,i
CN=c1scc(-c2ccc(Br)cc2)n1/N=C/c1ccc(O)c(OC)c1,i
CCOC(=O)c1sc2ncn(/N=C/N(C)C)c(=O)c2c1C,i
Clc1ccc(-c2ccc(C3=Nn4c(nnc4-c4ccccc4)SC3)o2)c(Cl)c1,i
O=[N+]([O-])c1ccccc1N=Cc1ccc(N2CCC(c3ccccc3)=N2)cc1,i
C(=N\N=C\c1nc(-c2ccccc2)n2ccccc12)/c1nc(-c2ccccc2)n2ccccc12,i

Laid out differently: 4 of the compounds above.
O=S(=O)(NC1CCCCC1Sc1ncccn1)c1ccc(Cl)cc1 (stereo not given)
- PL biosyn Enam: i

Cc1cc(C(=O)COC(=O)C23CC4CC(CC(Br)(C4)C2)C3)c(C)n1C
- PL biosyn Enam: i

CN(C)/C=N/N1CC(O)=C(c2nc3ccccc3s2)C1=N
- PL biosyn Enam: i

CCCCc1nnc(N)s1
- PL biosyn Enam: i

Next records.
compound,PL biosyn Enam
CCN(CC)c1ncc(C(=O)c2cc(Br)c(Br)s2)s1,i
Cc1nc(NC(C)C)c2c3c(sc2n1)CCCC3,i
CC(C)=Cc1oc2ccc([N+](=O)[O-])cc2c1N1CC(C)OC(C)C1 (stereo not given),i
CC(C)C1C/C(=N\NC(N)=S)C=C2CCCCC21 (stereo not given),i
O=C(O)c1csc2c1CCCC2,i
CC1CCc2c(sc3nc(CN(C)C)[nH]c(=O)c23)C1 (stereo not given),i
CN1/C(=C2/C=NN(C)P2(=O)N2CCCCCC2)C(C)(C)c2ccccc21 (stereo not given),i
O=C(NNC1=NCCC1)C1CC1,i
O=C(O)c1cn(C2CC2)c2cc(N3CCNCC3)c(F)cc2c1=O,i
Oc1c(Br)cc(/C=N/Nc2ccc(F)cc2F)cc1Br,i
CCOC(=O)N1CCN(C(=O)COC(=O)C23CC4CC(CC(Cl)(C4)C2)C3)CC1,i
Clc1ccc(C=Nc2ccc3c(c2)OCO3)cc1,i
CCN(CC)C(=O)COC(=O)CN1C(=O)NC2(CCCCC2C)C1=O (stereo not given),i
Cc1ccc(-c2cn3cccc(C)c3n2)cc1,i
O=P(c1ccc2c(c1)OCCO2)(N1CCOCC1)N1CCOCC1,i
O=C(COCC(=O)N/N=C/c1ccco1)N/N=C/c1ccco1,i
S=c1nc[nH]c2c1oc1ccccc12,i
c1ccc2oc(CSc3ccc4c(c3)OCCO4)nc2c1,i
CC(C)N(C(=O)COC(=O)c1ccc([N+](=O)[O-])o1)C(C)C,i
O=P1(Nc2cccc(C(F)(F)F)c2)C=C(c2ccccc2)OC(c2ccccc2)=C1,i
CC(OC(=O)CN1CSCC1=O)C(=O)NC(=O)NC1CCCCC1 (stereo not given),i
CN(C(=O)CSc1nnc(NC2CCCCC2)s1)C1CCS(=O)(=O)C1 (stereo not given),i
Fc1ccc(C2=CC(c3ccco3)n3ncnc3N2)cc1 (stereo not given),i
c1ccc2sc(CSc3n[nH]c4nc5ccccc5n34)nc2c1,i
Oc1c(Br)cc2oc3c(c2c1/C=N/n1cnnc1)CCCC3,i
O=c1[nH]c(/C(Cl)=C/c2ccc(F)cc2)nc2cc(C(F)(F)F)ccc12,i
O=C(NCc1cccs1)c1ccc([N+](=O)[O-])s1,i
Cn1c(=O)c2cc(N)cnc2n(C)c1=O,i
O=C(CSc1nnc(-c2ccco2)o1)N(C1CCCCC1)C1CCS(=O)(=O)C1 (stereo not given),i
O=C1/C(=C/c2cc(Br)cc(Br)c2O)CC/C1=C\c1cc(Br)cc(Br)c1O,i

An excerpt (hit frequency here may not be typical).
